Screens deposited in PubChem BioAssay by Broad Institute.
E-selectin induc: E-selectin induction in HUVECs, primary screen, imaging, HUVEC, immunofluorescence imaging, single point; P16581; normalized: neutral wells 0, TNF-alpha wells 100; activation, % at 7.58 µM; 260,000 tested, 0.37% active; AID 686992, 2013;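 active = mean E-selectin-positive cell signal at least 10% of the positive control, reached in at least 60% of replicates, without over 20% cell loss; inconclusive = no rule given, readout overlaps actives, possibly toxicity-flagged; inactive = the rest, including those meeting only one limit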;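 note: in these data hits start at about 27%; measured in HUVEC primary endothelial cells; signal is the percent of cells scored E-selectin positive by PE staining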
Target sequence (P16581 whole entry, looked up): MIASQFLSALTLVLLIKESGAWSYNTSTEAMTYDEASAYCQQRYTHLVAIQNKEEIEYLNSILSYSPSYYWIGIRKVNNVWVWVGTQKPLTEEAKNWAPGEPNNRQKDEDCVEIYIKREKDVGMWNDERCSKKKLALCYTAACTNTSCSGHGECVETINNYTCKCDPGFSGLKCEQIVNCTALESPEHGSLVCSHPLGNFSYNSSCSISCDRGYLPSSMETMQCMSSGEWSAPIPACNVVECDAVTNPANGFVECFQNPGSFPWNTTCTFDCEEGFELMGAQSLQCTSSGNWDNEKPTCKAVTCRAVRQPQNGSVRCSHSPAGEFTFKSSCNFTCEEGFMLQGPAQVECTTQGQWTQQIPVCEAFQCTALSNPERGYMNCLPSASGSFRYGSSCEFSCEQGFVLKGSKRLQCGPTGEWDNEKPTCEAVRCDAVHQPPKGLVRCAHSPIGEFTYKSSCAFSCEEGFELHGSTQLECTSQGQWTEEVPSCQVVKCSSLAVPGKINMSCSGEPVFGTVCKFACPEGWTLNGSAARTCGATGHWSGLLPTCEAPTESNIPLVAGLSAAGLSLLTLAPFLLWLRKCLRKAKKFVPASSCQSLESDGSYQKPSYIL
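System: HUVEC, human umbilical vein endothelial cells; quantity: 3,000 cells/well; buffer or medium: EGM-2 medium, gelatin-coated wells; dosing: single-point compound dose; detection: immunofluorescence imaging; evaluation: % PE-positive cells; benchmarks: TNF-alpha, DMSO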
RAD54 branch: inhibitors of human RAD54 branch migration, primary screen, biochemical, fluorescence, single point. DNA repair and recombination protein RAD54-like (Homo sapiens), Q92698. RAD54 Holliday junction branch migration, FAM/BHQ fluorescence. inhibition, % at 10.4 µM. 360,000 tested, 0.14% active. AID 602329, 2012;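 active = mean normalized replicate activity at least 40 and at least half of replicates scoring 40 or more; inconclusive = only one of the two criteria met; inactive = mean below 40 and under half of replicates reaching 40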;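 note: 0% = median of neutral control wells and 100% = median of positive control wells; inhibitors cause a drop in the FAM fluorescence signal; in these data hits start at about 50%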
esBAF inh: Bmi1 luciferase reporter increase in mESCs, primary screen, esBAF inhibitor project, mouse ES cells, Bmi1 luciferase knock-in, single point | 350,000 tested, 2% active | 24 h; 100% = twice the neutral-well signal | reporter increase, % at 12.5 µM; in the data active = activation above about 40%; inconclusive = no clear call, values can overlap the other calls;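 note: 0% = median of the plate's neutral control wells and 100% = double that signal; a rise in the Bmi1 reporter signal indicates esBAF inhibition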
ARNT TACC3 PPI: disruptors of ARNT/TACC3 protein interaction, primary screen, biochemical, AlphaScreen, single concentration. AlphaScreen His-ARNT PAS-B/GST-TACC3 binding, luminescence; TACC3 fragment carries E629A point mutation. AID 623870, 2012. 390,000 tested, 0.66% active. inhibition, % at 9.99 µM;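 active = mean inhibition of replicates at least 50% and at least half of replicates each reaching 50%; inconclusive = half or more replicates reach 50% but mean below 50%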;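 note: 0% = complete ARNT plus TACC3 wells and 100% = ARNT alone without TACC3; many hits fall short of the cut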
PglD DTNB: C. jejuni PglD acetyltransferase inhibitors, primary screen, biochemical, DTNB colorimetric, single point. AID 602405, 2012. 360,000 tested, 0.098% active. UDP-N-acetylbacillosamine N-acetyltransferase PglD (Campylobacter jejuni). purified PglD enzyme, DTNB colorimetric CoA detection. inhibition, % at 12.5 µM; in the data active = inhibition above about 16%, passing the limit was not always enough; inconclusive = no clear call, values can overlap the other calls; note: strong numbers were not always called active
ERp5 inh: inhibitors of ERp5-driven insulin aggregation, primary screen, biochemical, turbidity, absorbance 650 nm, single point; inhibition, % at 9.99 µM; 350,000 tested, 0.05% active; 90 min; Protein disulfide-isomerase A6 (Homo sapiens), Q15084;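 active = mean replicate inhibition above about 25%, with every replicate also reaching it, limit read from the data, passing the limit was not always enough; inconclusive = only one of those two criteria met; inactive = neither criterion met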
CASP6 VEID inh: human caspase-6 inhibitors, primary screen, biochemical, VEID-R110 fluorescence, single point, set 2 | inhibition, % at 12.5 µM | P55212 | purified caspase-6, Z-VEID-R110 cleavage fluorescence | 350,000 tested, 0.53% active | AID 686996, 2013;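 active = mean inhibition across replicates at least about 35%, with every replicate also reaching that limit, limit read from the data; inconclusive = only one of the two criteria met; inactive = neither criterion met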;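 note: 0% = median of neutral control wells and 100% = no fluorescence left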
Target sequence (P55212 24-179 limits assumed): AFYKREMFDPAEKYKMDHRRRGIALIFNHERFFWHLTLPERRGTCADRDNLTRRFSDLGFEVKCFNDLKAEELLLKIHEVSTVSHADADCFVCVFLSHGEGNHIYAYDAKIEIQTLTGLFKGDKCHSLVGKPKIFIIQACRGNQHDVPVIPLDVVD
Target sequence (P55212 194-293 limits assumed): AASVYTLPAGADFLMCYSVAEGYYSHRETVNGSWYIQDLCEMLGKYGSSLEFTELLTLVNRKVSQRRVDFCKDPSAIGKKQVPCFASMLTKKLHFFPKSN
RAD52 inh: RAD52 DNA annealing inhibitors, primary screen, biochemical, FRET, single point, set 2; DNA repair protein RAD52 homolog (Homo sapiens), P43351; recombinant RAD52 DNA annealing, FRET fluorescence; inhibition, % at 18.7 µM; 360,000 tested, 0.46% active;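 active = every replicate showing at least 50% inhibition; inconclusive = mean inhibition at least 50% but not in every replicate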
Starred values were filed as active, the others as inactive; ? = inconclusive; / = not tested or not shown. No enrichment for hits; any-hit rate near 3.2%.

SMILES	E-selectin induc	RAD54 branch	esBAF inh	ARNT TACC3 PPI	PglD DTNB	ERp5 inh	CASP6 VEID inh	RAD52 inh
Cc1noc(C)c1S(=O)(=O)Nc1ccc2c(c1)C(=O)N([C@@H](C)CO)C[C@@H](C)[C@H](CN(C)S(=O)(=O)c1ccc(Cl)cc1)OCCCC[C@H](C)O2	/	-8	8	-2	0	5	-1	-12
O=C(N[C@H]1C=C[C@@H](CC(=O)N2CCN(c3ccccc3)CC2)O[C@@H]1CO)c1ccncc1	-0.1	-7	-1	1	2	2	1	-6
CCn1c(C)cc(C=C2C(=O)c3ccccc3C2=O)c1C	/	/	/	-1	/	2	1	-117
O=C(NC(=S)N1CCN(c2ccc([N+](=O)[O-])cc2Cl)CC1)c1ccco1	-0.4	4	/	-1	1	-5	-3	-12
Cc1ccc(NC(=O)NCc2nc3ccccc3n2C)cc1	0.2	-2	/	-4	-5	2	-2	3
CCC(C)c1nc2c(c(N3CCC3=O)c1-c1ccccc1)CCCC2 (stereo not given)	-0.2	7	8	-4	0	6	-3	-14
CC1=CC(=O)[C@H]2C(C)(C)CCC[C@]2(C)[C@@]1(O)CO	/	-4	-3	-3	-3	-1	0	-8
COCC#Cc1ccc([C@H]2[C@@H](CO)N3C(=O)CN(C(=O)C4CC4)C[C@@H]23)cc1	-0.2	/	/	/	/	-3	4	-19
Cc1cc(C)c2nc(-c3cccc(Cl)c3)c(C)c(C(=O)N3CCOCC3)c2c1	-0.3	3	-2	20	-5	-2	5	-14
COc1ccc(CN(C)C[C@@H]2OCCCC[C@H](C)Oc3ccc(NC(=O)c4ccccc4)cc3C(=O)N([C@H](C)CO)C[C@H]2C)cc1	-0.1	-5	-2	3	0	2	0	22
N/C(Cc1ccc([N+](=O)[O-])cc1)=N\OC(=O)Cc1ccccc1	/	/	/	-1	/	3	2	-6
COc1ccc(N2CC(C(=O)NCCc3ccc(Cl)cc3)CC2=O)cc1 (stereo not given)	0.3	-15	/	-2	1	3	2	-3

Exported with values under each structure: part of the list above
Below each SMILES: E-selectin induc	RAD54 branch	esBAF inh	ARNT TACC3 PPI	PglD DTNB	ERp5 inh	CASP6 VEID inh	RAD52 inh
Cc1noc(C)c1S(=O)(=O)Nc1ccc2c(c1)C(=O)N([C@@H](C)CO)C[C@@H](C)[C@H](CN(C)S(=O)(=O)c1ccc(Cl)cc1)OCCCC[C@H](C)O2
  /	-8	8	-2	0	5	-1	-12
O=C(N[C@H]1C=C[C@@H](CC(=O)N2CCN(c3ccccc3)CC2)O[C@@H]1CO)c1ccncc1
  -0.1	-7	-1	1	2	2	1	-6
CCn1c(C)cc(C=C2C(=O)c3ccccc3C2=O)c1C
  /	/	/	-1	/	2	1	-117
O=C(NC(=S)N1CCN(c2ccc([N+](=O)[O-])cc2Cl)CC1)c1ccco1
  -0.4	4	/	-1	1	-5	-3	-12
Cc1ccc(NC(=O)NCc2nc3ccccc3n2C)cc1
  0.2	-2	/	-4	-5	2	-2	3
CCC(C)c1nc2c(c(N3CCC3=O)c1-c1ccccc1)CCCC2 (stereo not given)
  -0.2	7	8	-4	0	6	-3	-14
CC1=CC(=O)[C@H]2C(C)(C)CCC[C@]2(C)[C@@]1(O)CO
  /	-4	-3	-3	-3	-1	0	-8
COCC#Cc1ccc([C@H]2[C@@H](CO)N3C(=O)CN(C(=O)C4CC4)C[C@@H]23)cc1
  -0.2	/	/	/	/	-3	4	-19
Cc1cc(C)c2nc(-c3cccc(Cl)c3)c(C)c(C(=O)N3CCOCC3)c2c1
  -0.3	3	-2	20	-5	-2	5	-14
COc1ccc(CN(C)C[C@@H]2OCCCC[C@H](C)Oc3ccc(NC(=O)c4ccccc4)cc3C(=O)N([C@H](C)CO)C[C@H]2C)cc1
  -0.1	-5	-2	3	0	2	0	22
N/C(Cc1ccc([N+](=O)[O-])cc1)=N\OC(=O)Cc1ccccc1
  /	/	/	-1	/	3	2	-6
COc1ccc(N2CC(C(=O)NCCc3ccc(Cl)cc3)CC2=O)cc1 (stereo not given)
  0.3	-15	/	-2	1	3	2	-3

Going on with the list:
SMILES	E-selectin induc	RAD54 branch	esBAF inh	ARNT TACC3 PPI	PglD DTNB	ERp5 inh	CASP6 VEID inh	RAD52 inh
O=C(Nc1cccc2ccccc12)c1ccc2sc([C@@H]3O[C@H](CO)[C@@H](O)[C@H]3O)nc2c1	0.1	-8	42*	/	2	0	2	-3
C[C@H](CO)N1C[C@H](C)[C@H](CN(C)Cc2ccc(C(=O)O)cc2)Oc2ccc(NC(=O)Cc3cn(C)c4ccccc34)cc2C1=O	-4.7	2	-2	-2	-1	0	5	-12
O=C(Nc1ccc2oc(-c3ccccc3)nc2c1)c1cc(-n2cnnc2)ccc1Cl	?	/	/	-7	/	-4	-1	-28
COC(=O)C1=NN[C@H](C(=O)OC(C)(C)C)[C@H]1c1ccccc1	-0.1	/	/	2	/	6	2	-9
O=C(O)CC(C(=O)N(c1ccccc1)c1ccccc1)N1CCOCC1 (stereo not given)	/	-2	-8	-3	6	/	/	/
O=C(N[C@H]1CC[C@@H](CCNS(=O)(=O)c2ccc(F)cc2)O[C@@H]1CO)c1cccc(F)c1	0.2	-4	2	-7	0	-8	-4	0
COc1ccccc1CNC(=O)c1cnccn1	/	-4	7	-6	4	/	/	/
CC(=O)c1cccc(OCc2cc(C(=O)N(C)CCc3cnn(C)c3)no2)c1	0.5	-14	/	/	1	12	-4	-19
FC(F)(F)c1cc(N2CCOCC2)nc(-c2ccccc2)n1	/	-13	-13	-3	0	4	-4	6
CC(C)(O)C#Cc1ccc(CN2CCCC(CNC(=O)c3ccco3)C2)cc1 (stereo not given)	-0.1	-1	1	1	-2	0	-3	-7
Nc1ccc(O)c2c(=O)cc(-c3ccccc3Cl)oc12	/	8	/	11	4	1	-1	-2
NC(=S)N/N=C/c1coc2ccc(O)cc2c1=O	-0.5	/	-3	29	/	-7	1	-2
C[C@@H]1CCCCO[C@@H](CN(C)C(=O)CCC(F)(F)F)[C@@H](C)CN([C@@H](C)CO)C(=O)c2cc(NS(=O)(=O)c3cccs3)ccc2O1	-0.1	-11	-6	-6	2	/	/	/
Cc1ccc(Nc2nc3ccccc3n3cnnc23)cc1C	-0.2	-11	13	5	-4	3	-3	-15
O=C(c1c(F)cccc1F)N1CCCC1	1.4	/	/	-7	/	-4	-3	0
CCC(c1nnnn1CCOC)N(Cc1cc2c(C)cc(C)cc2[nH]c1=O)CC1CCCO1 (stereo not given)	/	9	1	-1	-5	0	2	-2
C[C@@H]1CCCCO[C@@H](CN(C)S(=O)(=O)c2ccccc2)[C@@H](C)CN([C@@H](C)CO)C(=O)c2cc(NC(=O)NC3CCCCC3)ccc2O1	0.3	-3	13	-1	-1	-1	1	-2
O=S(=O)(Nc1nc2ccccc2nc1NCc1ccco1)c1cccs1	/	-7	-2	3	5	/	/	/
Cc1c(-c2ccccc2)sc(Br)c1C(=O)N1CCOCC1	/	-6	-3	-9	2	/	/	/
O=C(Oc1ccc(C(=S)N2CCOCC2)cc1)c1cccc([N+](=O)[O-])c1	/	-5	-6	-5	5	3	-4	3
COc1ccc(C(CC(=O)O)NC(=O)COc2cc(C)ccc2C)cc1OC (stereo not given)	/	14	/	0	-5	2	3	1
C[n+]1cn(Cc2cc(Cl)ccc2OC(F)F)c2ccccc21	-0.1	8	-7	-2	0	2	-1	-13
CC(=O)Nc1cccc(NC(=O)CSc2nc(=O)n3cccc(C)c3n2)c1	0.3	/	/	2	/	7	1	6
S=c1[nH]nc(-c2ccco2)n1/N=C/c1ccc(Cl)cc1	-2.0	1	/	4	-6	-1	2	-16
CCN(C(=O)CSc1nnc(Nc2ccccc2)s1)C1CCS(=O)(=O)C1 (stereo not given)	1.7	/	/	-4	/	-44	-2	-4
Cc1ccc(S(=O)(=O)N[C@H](CNCc2ccccc2)C(C)C)cc1	0.5	/	/	/	/	3	-2	-6
COCCCNC1=C(C#N)C(=O)NC(c2cccc([N+](=O)[O-])c2)S1 (stereo not given)	0.1	/	/	/	/	-2	2	2
O=C(Nc1ccccc1)N(C1=NCCC1)c1ccc(OC(F)F)cc1	/	-12	11	-3	-2	/	/	/
CC(OC(=O)c1ccc2c(c1)NC(=O)CS2)C(=O)c1ccc(F)cc1 (stereo not given)	0.7	-4	5	-5	5	2	-3	-18
CNC[C@H]1Oc2cc(C#Cc3ccncc3)ccc2S(=O)(=O)N([C@@H](C)CO)C[C@@H]1C	-0.9	2	8	10	2	-4	1	-43
c1ccc(C[C@H]2COc3c4ccccc4nn32)cc1	-0.1	/	/	/	/	0	-2	0
CC(=O)c1cccc(NC(=O)c2cc(-c3ccc(F)cc3)on2)c1	/	0	3	1	-2	7	-2	-13
Cc1cc(C)cc(N(CC(=O)NC(C)C)C(=O)CCC(=O)Nc2ccccn2)c1	/	1	0	-7	-2	2	45*	-11
O=C(N/C(=C/c1cccs1)C(=O)N1CCOCC1)c1ccccc1	/	/	/	-11	/	5	-1	-2
CN1c2ccc(-c3ccccc3F)cc2[C@H]2[C@H](CCN2C(=O)Nc2cc(F)ccc2F)[C@H]1CO	1.9	-1	8	14	-1	/	/	/
CNC[C@@H]1Oc2cc(C#CCN(C)C)ccc2S(=O)(=O)N([C@H](C)CO)C[C@H]1C	-0.5	-8	-2	-43	-3	-7	-1	1
COc1ccc(OC)c(S(=O)(=O)NCC2CCN(C(=O)C(=O)c3cccs3)CC2)c1	-0.1	/	/	/	/	3	0	-16
CC(=O)N/N=C(\N)c1nonc1N	3.1	-2	2	/	1	-2	-2	-6
Cc1noc(C)c1S(=O)(=O)Nc1ccc2c(c1)C(=O)N([C@@H](C)CO)C[C@@H](C)[C@H](CN(C)Cc1ccc(Cl)c(Cl)c1)OCCCC[C@@H](C)O2	-0.1	-7	0	0	1	-1	78*	-20
CCCN(C(=O)C(C)Oc1cccc(Cl)c1)c1c(N)n(Cc2ccccc2)c(=O)[nH]c1=O (stereo not given)	0.5	2	1	/	-2	2	-1	-6
C[C@@H]1CN([C@H](C)CO)C(=O)c2cccc(NC(=O)Nc3ccc4c(c3)OCO4)c2O[C@@H]1CN(C)C(=O)NC1CCCCC1	7.8	6	-5	1	-5	-4	0	1
N#Cc1ccccc1/C=N/Nc1nc(-c2ccccc2)c2cc(Br)ccc2n1	/	3	-7	5	2	/	/	/
O=C(COc1cc(F)ccc1[N+](=O)[O-])Nc1cccc(Br)c1	/	5	32	-6	-6	-5	1	-18
C[C@H](O)C#Cc1cnc2c(c1)C(=O)N([C@H](C)CO)C[C@@H](C)[C@@H](CN(C)C(=O)Cc1ccccn1)O2	0.7	2	0	12	4	0	1	-3
Clc1ccc(OCc2cc(-c3ccccc3)no2)c(Cl)c1	/	1	-51	-5	6	/	/	/
